# All columns: NCI-60 one-dose screen, growth in % after 48 h at 10 µM unless noted; 100 = growth as untreated, 0 = no growth, -100 = all killed.
# HL-60(TB) – HL-60(TB) leukemia cells. hit rate 9% among 78,000. AID 1794776; active means growth percent below 10
# * marks the source's active call; other numbers are inactive results; & = joins results of further samples; [ ] = dose if it differs, or a comment.
SMILES,HL-60(TB)
Oc1cccnc1,87.9
CCOC(=O)C1=C(N)N(c2ccccc2)C2=C(C(=O)CC(C)(C)C2)C1c1ccccc1Cl (configuration not stated),-23.0*
O=C(O)c1ccc(O)c(O)c1,101.7
CC1CC(OC(=O)c2ccccc2O)CC(C)(C)C1 (configuration not stated),95.2&109.1
CCN(CC)CCNC(Cc1ccccc1)c1cccc(OC)c1 (configuration not stated),98.3
CC(C(=O)O)N1CCN(c2ccccc2Cl)CC1 (configuration not stated),94.5
CCOC(=O)c1ccc(NC(=O)Nc2nnc(C)c(C)n2)cc1,113.4
Cc1cccc(NC#N)n1,84.3
NCCCNc1nc2sc3c(c2c(=O)[nH]1)CCCC3,99.0
CCOC(=O)c1cc(C(=O)OCC)c(C)nc1C,96.9
O=C(c1ccc(Cl)cc1)C1[C@H](c2ccc(Br)cc2)[C@@H](c2ccccc2)NC12C(=O)Nc1ccc(Cl)cc12 (some centres not stated),-45.2*
CCC1C(=O)NC(=O)C1(C)c1ccccc1 (configuration not stated),109.5&105.6
C[C@H]1[C@@H](Oc2ccc(-c3cn(-c4ccnc5cc(Cl)ccc45)nn3)cc2)O[C@@H]2OC3(C)CC[C@H]4[C@H](C)CC[C@@H]1[C@@]24OO3,6.1*
CCc1ccc(-c2cc(-c3ccc(Cl)cc3)n(-c3ccc(S(N)(=O)=O)cc3)n2)cc1,86.0
CC(C)(C)c1ccc(O)c(C2CCCCC2)c1,67.4

# By substructure, those above containing a COOH group
SMILES,HL-60(TB)
O=C(O)c1ccc(O)c(O)c1,101.7
CC(C(=O)O)N1CCN(c2ccccc2Cl)CC1 (configuration not stated),94.5

# (next part)
SMILES,HL-60(TB)
COc1cc(/C=C2\CN(S(=O)(=O)c3ccccc3)C/C(=C\c3cc(CN4CCCC4)c(O)c(OC)c3)C2=O)cc(CN2CCCC2)c1O,-14.8*
COC1=CC(=O)OC(/C=C/c2ccccc2)(OC)C1=O (configuration not stated),117.9
CCN(CC)CCOc1cccc2c1C(=O)c1cccc(OCCN(CC)CC)c1C2=O,19.7
CN(C)S(=O)(=O)n1cnc([C@@H]2[C@@H]3C(=O)OC[C@@H]3C[C@]23N=CN(Cc2ccccc2)C3=O)c1,122.7
COc1ccc(-c2nc(SC(C)C)nc(NNC(N)=O)c2C#N)cc1,80.3
CC12CCC3C(C/C(=N\OC(=O)c4ccc(N(CCCl)CCCl)cc4)C4=CC(=O)CCC43C)C1CCC2=O (configuration not stated),58.5
C#CCOc1ccccc1/C=N/Nc1nc(-c2ccc(Br)cc2)cs1,90.5
Cc1ccc(C(=O)NN2C(=O)CSC2c2ccc(F)cc2)cn1 (configuration not stated),143.7
CCN(CC)CCOc1ccc(/C(=C(\C)Cc2ccc(Cl)cc2)c2ccc(Cl)cc2)cc1,64.6
CCOC(=O)Nc1ccccc1C,101.7
CN1CCN(c2ccc(Nc3nc(NCCNS(=O)(=O)c4ccc5ccccc5c4)c4sccc4n3)cc2)CC1,-29.5*
COc1ccc(-c2nnc(SCC(=O)c3ccc(Cl)cc3)o2)cc1,108.1
O=c1c2cc(F)ccc2sc2c(N3CCCCC3)nc3ccccc3c12,101.7
Cc1ccc(N)cc1S(=O)(=O)N(C)C,104.1
CC(C)c1ccc(C=O)cc1,102.8
Cc1ccc(/C(CCC(=O)O)=N/NC(=O)c2ccccc2)cc1,101.6
COC(=O)c1cc(N=C2NC(=O)/C(=C/c3c(F)c(F)c(F)c(F)c3F)S2)ccc1O,95.8
O=C1/C(=C/c2ccc(Cl)cc2)CN(Cc2cn(CCNc3ccnc4cc(Cl)ccc34)nn2)C/C1=C\c1ccc(Cl)cc1,-51.5*
N#Cc1c(-c2ccc(Br)cc2)nc2n[nH]c(-c3ccc(Br)cc3)c2c1-c1ccc(F)cc1,80.4
Cc1c(C(=O)/C=C/c2csc3ccccc23)[n+](=O)c2ccccc2n1[O-],67.7
O=[N+]([O-])c1ccccc1C(O)Cc1ccc2ccccc2n1 (configuration not stated),106.6
COc1ccc(NC(=O)/C(=C/n2c(=S)[nH]c3cc(C)ccc32)C(C)=O)cc1,98.8
CCCCCC(=O)N1CCCCC1,97.7
CC[N+](C)(C)c1ccccc1,92.5
C=C(Cl)c1c(C)cc(C)c(CC#N)c1C,90.5
CCOc1nc(N)nc(OCC)c1OCC,93.9
COc1ccc(/C=C/C(=O)c2ccc(B(O)O)cc2)cc1,45.5
CC[C@@]12CC(C(=O)OC)=C3Nc4cc5c(cc4[C@@]34CCN(C[C@H]3O[C@H]31)[C@@H]24)[C@@H]1[C@H](O5)[C@@H](O)[C@@]2(CC)CC(C(=O)OC)=C3Nc4cc(OC)ccc4[C@@]34CCN1[C@@H]24,-17.0*
COc1ccc(/C=C2\CCCC3=C2N=C2SC(C)=CN2C3c2ccc(OC)cc2)cc1 (configuration not stated),76.2
O=C1CC(c2nc3ccccc3[nH]2)CN1C1CCCCC1 (configuration not stated),100.7
CC(=O)Nc1ccc(-c2cc3c(NCc4ccc(C(F)(F)F)cc4)ncnc3s2)cc1,74.7
CC1(C)C(=O)C2(I)CCC1C2 (configuration not stated),101.5
O=C(Nc1ccccc1)C1=C(Nc2ccccc2)CSC1,88.2
CCCCS(=O)(=O)c1cc(Nc2ccc(O)c3c2C(=O)c2ccccc2C3=O)ccc1C,75.0
O=Cc1c(Cl)[nH]c2ccc(-c3nc4sccn4c3C=O)cc12,85.9
O=C1c2ccccc2C(=O)c2c(O)cccc21,95.9
C/C(=N\NC(=O)c1nc(N)n(-c2ccc(S(N)(=O)=O)cc2)n1)c1ccccc1,100.3
Cc1nc(Nc2ccccc2C)c2cnn(C)c2n1,123.6
COc1ccc(-c2nnc(N3CCN(C(=O)CN4CCN(c5ccc(Cl)cc5)CC4)CC3)nc2-c2ccc(OC)cc2)cc1,-37.4*
Cc1ccc(-c2nc(-c3ccc(-c4nc5ccc(F)cc5[nH]4)cc3)no2)cc1,91.1
C[C@]12CCCC[C@@H]1CC[C@@H]1[C@@H]2CC[C@@]2(C)[C@H]1CC[C@H]2[N+](=O)[O-],105.4
CCN(CC)c1cc(C)c(Cc2c(OC)ccc3ccccc23)cc1C,82.2
CC(=Nc1ccccc1)C1=C(O)C(Cc2ccc(F)cc2)NC1=O (configuration not stated),-12.3*
COc1ccccc1CNCc1ccccc1,100.1
CC(=O)Nc1on[n+](-c2ccccc2)c1-c1ccccc1,111.4

# Looked up above:
# Under HL-60(TB), `O=C1c2ccccc2C(=O)c2c(O)cccc21` has the entry 95.9
# Under HL-60(TB), `CC(=Nc1ccccc1)C1=C(O)C(Cc2ccc(F)cc2)NC1=O` (configuration not stated) has the entry -12.3*

# Additional compounds:
SMILES,HL-60(TB)
N#CC(OC(=O)c1ccccc1)c1cccc([N+](=O)[O-])c1 (configuration not stated),81.9
CC1Cc2c(N(C)C)ncnc2N(C)c2ccc(Cl)cc21 (configuration not stated),-7.3*
Cc1c(O)c(=O)ccn1-c1nc2ccccc2s1,98.3
C=CCOCC1CC2(Cl)CC1(Cl)C(Cl)=C2Cl (configuration not stated),107.8
O=S(=O)(Nc1ncccn1)c1ccc(NCc2ccc(N=Cc3c(O)[nH]c4ccccc34)cc2)cc1,100.5
COc1ccc(N=NN(C)C(=O)c2ccccc2)cc1,93.6
C[C@@]12CC[C@H]3[C@H](CNCCc4ccccc4F)C(=O)O[C@@H]3C13C=CC(=O)[C@]32C (some centres not stated),86.7
Cc1ccc(C(=O)CSc2nnc(-c3c[nH]c4ccccc34)n2-c2ccccc2)cc1,43.3
COc1ccc(/C(C)=N\NC(=O)c2cc3ccccc3oc2=N)cc1,98.6
Cn1cc(-c2csc(-c3cn(CCCN4CCCCC4)c4ccccc34)n2)c2cccnc21,-65.2*
Nc1ccc2ccccc2c1-c1c(N)ccc2ccccc12,2.9*
Cc1nc(-c2cc3ccccc3oc2=O)ccc1C(=O)/C=C/c1cccc2ccccc12,101.6
COc1cc2nc(N3CCC[C@@H](NC(=O)C4COc5ccccc5O4)C3)nc(N)c2cc1OC (some centres not stated),101.8&105.5
CCOC(=O)c1ccc(C)cc1,105.9
CC(=O)[C@H]1CC[C@H]2[C@@H]3CC[C@@H]4CC=C(C=O)C[C@]4(C)[C@H]3CC[C@]12C,78.2
CCOC(=O)C1=C(O)c2ccccc2C1=O,98.9
Cc1ccc(N=C=C(c2ccccc2)c2ccccc2)cc1,18.6
CC(C)c1ccc(C(=O)CN2CCOCC2)c(C(C)C)c1,99.2
CN(C)CCOC(=O)Nc1ccc(Cc2ccc(NC(=O)OCCN(C)C)cc2)cc1,52.8[100 µM]
Cc1nc(-c2cc3ccccc3oc2=O)ccc1C(=O)/C=C/c1cccs1,103.4
CC(C)(C)NCCCN1CC1(C)C (configuration not stated),94.7
C=CCNC(=S)N/N=C(\C)c1nnn(-c2ccc(Cl)cc2)c1C,98.7
CC(=O)NC1Oc2ccc(C)cc2-c2oc(=O)c(-c3ccccc3)cc21 (configuration not stated),92.6
CS/C(=N\S(=O)(=O)c1ccccc1)NNC(=O)c1c(-c2c(Cl)cccc2Cl)noc1C,103.5
Cc1ccc2c(c1)Sc1ccc3ccccc3c1N2,55.1
[O-][n+]1ccccc1CCc1cccc[n+]1[O-],87.2
O=C1/C(=C/c2ccccc2)CN(C(=O)c2cccnc2)C/C1=C\c1ccccc1,-8.8*
COc1cc(/C=C/C(N)=O)cc(OC)c1OC,102.8
O=C1NCCC12CCN(c1c(Cl)cncc1-c1ccc(O)cc1)CC2,101.5
[O-][n+]1ccn(O)c1CCl,107.4
OCC(CO)c1cnnc2ccccc12,85.0
Cn1c(=O)c2c(nc(Br)n2CCC(=O)Nc2ccc(F)cc2)n(C)c1=O,91.8
COc1ccc(-c2cc(-c3cccs3)n3c(C)nnc3c2C#N)cc1,133.5
CNS(=O)(=O)c1ncnc2nc[nH]c12,97.9
CC(O)C(C)(C)S(=O)(=O)CCCc1ccccc1 (configuration not stated),100.1
CC(C)(C)c1ccc(Oc2ccc([N+](=O)[O-])cc2[N+](=O)[O-])c(Br)c1,103.6
OCCN1CCNC1=S,84.5
CO[C@@H]1[C@@H](OC)N(S(=O)(=O)c2ccccc2)C(=O)N1S(=O)(=O)c1ccccc1,92.8
CC(C)c1ccc(C2OCC3(C)C(CCC4(C)C5CC(C6=CCOC6=O)OC5(C)CCC34)O2)cc1 (configuration not stated),65.0
CC(C)CC1NC(=O)C(CCCCN)NC(=O)C(CCCCN)NC(=O)C(Cc2ccccc2)NC(=O)C(CCCCN)NC(=O)C(CC(C)C)NC(=O)C(CC(N)=O)NC(=O)C(C(C)C)NC(=O)C(CC(C)C)NC(=O)C(CCCCN)NC(=O)C(CCCCN)NC(=O)C(Cc2ccccc2)NC1=O (configuration not stated),76.1
Cn1nc(C(=O)O)c(=O)[nH]c1=O,121.7
CCN(CC)CCCC(C)Nc1ccnc2cc(Cl)cnc12 (configuration not stated) (tested in a mixture with another compound),124.6
CCOC(=O)c1cnc(=S)[nH]c1N,97.9
CCN1C(=O)N(CC)C2NNC(Sc3c(C(=O)O)c4ccccc4n(CC(C)C)c3=O)=NC21 (configuration not stated),-53.3*
Cn1ncc2cc(CN3CCC(OCc4ccc(Cl)c(F)c4)CC3)ccc21,83.8

# Of the compounds above, 3 have an aryl thioether with sulfur outside any ring.
SMILES,HL-60(TB)
COc1ccc(-c2nc(SC(C)C)nc(NNC(N)=O)c2C#N)cc1,80.3
COc1ccc(-c2nnc(SCC(=O)c3ccc(Cl)cc3)o2)cc1,108.1
Cc1ccc(C(=O)CSc2nnc(-c3c[nH]c4ccccc34)n2-c2ccccc2)cc1,43.3

# Returning to the listing, starting seven compounds before the break.
SMILES,HL-60(TB)
CC(C)c1ccc(C2OCC3(C)C(CCC4(C)C5CC(C6=CCOC6=O)OC5(C)CCC34)O2)cc1 (configuration not stated),65.0
CC(C)CC1NC(=O)C(CCCCN)NC(=O)C(CCCCN)NC(=O)C(Cc2ccccc2)NC(=O)C(CCCCN)NC(=O)C(CC(C)C)NC(=O)C(CC(N)=O)NC(=O)C(C(C)C)NC(=O)C(CC(C)C)NC(=O)C(CCCCN)NC(=O)C(CCCCN)NC(=O)C(Cc2ccccc2)NC1=O (configuration not stated),76.1
Cn1nc(C(=O)O)c(=O)[nH]c1=O,121.7
CCN(CC)CCCC(C)Nc1ccnc2cc(Cl)cnc12 (configuration not stated) (tested in a mixture with another compound),124.6
CCOC(=O)c1cnc(=S)[nH]c1N,97.9
CCN1C(=O)N(CC)C2NNC(Sc3c(C(=O)O)c4ccccc4n(CC(C)C)c3=O)=NC21 (configuration not stated),-53.3*
Cn1ncc2cc(CN3CCC(OCc4ccc(Cl)c(F)c4)CC3)ccc21,83.8
O=P(O/C(=C\c1ccccc1)c1ccccc1)(c1ccccc1)c1ccccc1,66.9
O=C(Cn1cc(COc2ncnc3c2cnn3-c2ccccc2)nn1)Nc1ccc(F)cc1,102.4
CCCCCCCSCCO,99.5
CCC1(NS(=O)(=O)c2ccc(N)cc2)C(=O)N(C)C(=O)N(C)C1=O,97.9
N#Cc1ccc(/C=N/N=C2\C(=O)Nc3ccc(F)cc32)cc1,105.6
OC(CBr)c1c(Cl)ccc2ccccc12 (configuration not stated),100.9
Cc1cc(CC(=O)O)n(C)c1C(=O)c1ccc(Cl)cc1,105.4
Cc1ccc(C(C(N)=O)C(C(N)=O)c2ccccc2)cc1 (configuration not stated),84.7
Clc1ccc(C2=NN(c3ccccc3)C(c3sc(Cl)nc3Cl)C2)cc1 (configuration not stated),50.4
O=c1nc(Nc2cc(F)ccc2O)sc2ccccc12,85.4
Cc1nn(-c2ccccc2)cc1/C=C1\SC(N2CCOCC2)=NC1=O,97.6
COc1ccc(-c2csc(NC(=O)COc3ccc(C(C)=O)cc3)n2)cc1,112.7
O=c1c2ccccc2oc2ccc(OCCCCCN3CCCCC3)cc12,44.8
COc1ccccc1N1CCN(C2=NN=C(c3cccc(Cl)c3)c3ccccc3C2)CC1,-55.5*
CSc1nc(=O)[nH]c2c1nc(SC)n2-c1ccccc1,101.6
Cc1cc(O)c(C2=NN(c3ccc(S(N)(=O)=O)cc3)C(c3ccccc3O)C2)cc1Cl (configuration not stated),-35.4*
CC(=O)OC/C=C1/CC[C@H]2[C@@H]3CCC4=CC(=O)CC[C@]4(C)[C@H]3[C@@H](O)C[C@]12C,96.2
NC(=O)C1C2C(=O)N(c3ccc(Cl)cc3)C(=O)C2C2c3ccccc3C=NN12 (configuration not stated),85.9
O=C(O)c1ccc(F)cc1F,102.0
COc1ccc2[nH]c(-c3ccc(Cl)cc3)cc(=O)c2c1,75.7
CCOC(=O)CCOc1ccccc1,79.7

# A portion of the library. The share of hits here may be higher or lower than overall.
